Screening data: PubChem BioAssay, several laboratories
Insulin prom inh – TRM-6 insulin promoter activity inhibition | inhibition, % at 2 µM | 0.9% of 130,000 active | TRM-6 cells (human fetal islet line), insulin promoter-eGFP reporter, imaging; reporter expression induced with tamoxifen;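 active = inhibition above the mean plus 3 SD, with well images judged a real hit on visual review, cut at about 60% in these data, passing the limit was not always enough; inconclusive = inhibition over the cutoff but images rejected on review; inactive = inhibition not above the cutoff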
sdo1 growth – sdo1-depleted yeast growth rescue; S. cerevisiae sdo1-depleted JHY4D growth rescue, OD600 30 h; hits give high values; pdr5 snq2 efflux-pump mutant strain; z-score at 10 µM; 0.21% of 140,000 active;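 active = z-score above 3 at both the 24 hr and the 30 hr optical density reads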;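 also: z-score against mean and SD of all compound wells on the same plate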
sdo1 growth Rescue 24 h – second read-out of sdo1 growth, no call of its own (marks repeat the call); z-score; S. cerevisiae sdo1-depleted JHY4D growth rescue, OD600; measured here: growth rescue at 24 h;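 0 is the plate mean of compound wells and units are plate SD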
* marks the source's active call; other numbers are inactive results; ? = inconclusive; · = not tested or not shown. Not all compounds are listed; count on the stated rates, not on these rows.

SMILES	Insulin prom inh	sdo1 growth	sdo1 growth Rescue 24 h
CC(=O)Oc1cccc(N2C(=O)C3CC=C(Cl)CC3C2=O)c1 (stereo not given)	-33	1.6	0
COC(=O)c1cc2sccc2n1CC(=O)Nc1ccc(OC)c(OC)c1OC	-35	-1.1	-0.78
CC(=O)Nc1ccc(NC(=O)c2ccccc2CC[N+](=O)[O-])cc1	·	-0.27	-0.87
COc1ccc(NC(=O)c2c(NC(=O)CNCc3ccco3)sc3c2CCC3)cc1	21	-0.91	-0.81
CCOCCOC(=O)C(C)Oc1ccc(Oc2nc(Cl)ccc2Cl)cc1 (stereo not given)	41	·	·
CCn1cc(C(=O)NCCCN2CC(C)CC(C)C2)c2cc(OC)c(OC)cc2c1=O (stereo not given)	42	-0.09	0.25
CCN(CC)CCOc1ccc(Br)cc1	24	0.92	0.77
CCn1cc(C(=O)NCCCN(C)c2ccccc2)c(=O)c2cc(S(=O)(=O)N(C)C)ccc21	·	-0.12	-0.44
CC1CN(C(=O)c2ccc3c(c2)OCO3)OC(c2ccccc2)O1 (stereo not given)	-19	-0.01	-1.1
Cc1nc(-c2c(-c3ccc(O)cc3O)noc2C(F)(F)F)cs1	·	0.02	-0.2
CCCCNC(=S)Nc1cccc2cnccc12	·	0.06	-0.3
c1ccc2c(N3CCOCC3)nc(N3CCOCC3)nc2c1	20	0.01	-1
O=c1c2c3c(sc2n2cnnc2n1Cc1ccccc1)CN(Cc1ccccc1)CC3	44	·	·
Oc1ccc(Cl)cc1CNn1cnnc1	56	·	·
CCN(CC)S(=O)(=O)c1ccc(C(=O)Nc2ncn(Cc3ccccc3)n2)cc1	18	0.98	1.7
COCCn1nnnc1C(c1ccccc1)N1CCN(C)CC1 (stereo not given)	·	1.2	1.9
O=Cc1c(-[n+]2ccccc2)nc([O-])n1-c1ccccc1	-21	-0.14	-1.2
CCC1(C)Cc2ccccc2-c2c1c(=O)n(Cc1ccccc1)c1nnnn21 (stereo not given)	-15	-0.75	1.4
Cc1cc(-c2nnc(SCC(=O)Nc3ccccc3C(F)(F)F)o2)c(C)n1-c1ccccc1	20	0.45	0.12
COc1ccc(-n2c(C)c3c(OC)cccc(=O)c3c2C)cc1	19	-1.3	-0.84
COc1ccc(C2=NNC(=O)CC2)cc1	14	4.7	0.37
Cc1cccc(NC(=O)COC(=O)c2cccc3c2C(=O)c2ccccc2C3=O)c1C	·	-1.4	-1.4
Cc1ccc(C(=O)NCC(=O)OCC(=O)c2ccc3c(c2)OCCO3)cc1C	·	3.1*	3.1*
O=C(Nc1ccc(O)cc1)c1cccc(Oc2ccc([N+](=O)[O-])cc2)c1	-33	·	·
CCCOC(=O)c1[nH]c2c(c1C)C(=O)CC(c1cccs1)C2 (stereo not given)	-87	0.92	2.3
O=C(CN1CC(c2ccccc2)CC1=O)Nc1ccc2c(c1)OCO2 (stereo not given)	30	0.32	0.64
CCOC(=O)c1oc2c(CN3CCN(C)CC3)c(O)ccc2c(=O)c1-c1ccc(Br)cc1	3	-0.22	-0.93
COC(=O)C1=C(C(=O)c2ccccc2)C(c2ccc(O)c(OC)c2)n2nnnc2N1 (stereo not given)	11	1.5	0.51
NNC(=O)c1cnn(Cc2ccccc2)c1N	53	1.1	1.2
Cc1cccc2sc(NNC(=O)c3ccc(S(=O)(=O)N4CC(C)CC(C)C4)cc3)nc12 (stereo not given)	57	-1.6	-0.63
Cc1nc2nc(-c3ccc(Cl)cc3)cn2nc1C	0	-0.49	-0.81
CCOc1ccc(-c2nnn(CC#N)n2)cc1OC	47	0.35	0.76
Cc1ccc2cc(C)c3nnc(SCC(=O)N4CCCc5ccccc54)n3c2c1C	-56	-1.9	-1.2
O=C(c1ccc(S(=O)(=O)c2ccccc2)cc1)N1CCc2ccccc2C1	-6	-0.35	-0.63
Cc1ccc(S(=O)(=O)C2(C(=O)N3CCCCCC3)CC2)cc1	-130	-0.05	-0.97
NS(=O)(=O)c1ccc(CCNC(=O)c2cccnc2)cc1	-253	0.67	0.59
CCOC(=O)/C(=N\Nc1ccccc1Cl)N1CCN(c2ccccc2OC)CC1	33	·	·
COc1ccc(C(=O)NC(=S)N2CCCCC2)cc1[N+](=O)[O-]	8	1.5	0.61
Cc1cccc(C)c1NC(=S)/C(=C(\[O-])c1cccs1)[n+]1ccccc1	0	1.1	0.91
Cc1ccc(S(=O)(=O)N(CCC(=O)O)Cc2ccc(Cl)cc2)cc1	-19	0.64	1
O=C(c1ccc(Cl)cc1Cl)C1(n2cncn2)Oc2ccccc2C1O (stereo not given)	-13	-2.8	-1.4
O=S(=O)(NCCCCCNS(=O)(=O)c1ccccc1)c1ccccc1	50	0.83	1.2
O=C(NCC(F)(F)F)Nc1nnc(C(F)(F)F)s1	-7	0.03	-0.17
CCc1ccc(/C=C/c2c[nH]c3ccccc23)[n+](CC)c1	-8	0.06	-1
CCn1c(SCC(=O)N2CCCc3ccccc32)nnc1-c1ccco1	-9	0.39	0.7
COC(=O)c1ccc(CSc2nc(-c3ccccc3)cs2)o1	31	-0.22	0.38
O=c1c2ccccc2nnn1CSc1nnc2sc3ccccc3n12	50	0.23	0.33
COc1ccc(OC)c(S(=O)(=O)N(C)CC(=O)N2CCN(c3ccc(F)cc3)CC2)c1	8	-1.6	-1.2
Cn1c(=O)c(C(=O)CN2CCN(S(=O)(=O)c3ccccc3)CC2)c(N)n(Cc2ccccc2)c1=O	-57	0.51	0.54
Cc1ccc(OCC(=O)Nn2cnc3ccccc32)cc1	65	0.55	0.13
CCn1nnnc1SCC(=O)NC1CCCC1	3	-0.11	-0.4
C/C(=N\NC(=O)CN1CCOCC1)C(C)(C)C	-8	0.43	2.2
CC(C)CCn1c(Oc2ccc(Cl)cc2)nc2c1c(=O)n(C)c(=O)n2C	-36	-1.5	-0.46
Cc1ccc2nc(-c3ccccc3)cc(C(=O)N3CCc4ccccc4C3)c2c1	31	-1.2	-0.73
CCCCNC(=O)c1sc(=S)n2c1[nH]c(=O)c1ccccc12	·	-1.4	-1.5
CCc1cccc(C)c1NC(=O)c1cc(C)oc1C	38	-0.84	-0.83
C=COCCn1c(-c2nonc2N)nc2ccccc21	-17	0.12	0.42
CCCCc1ccc(C2C(C#N)=C(N)SC(N)=C2C#N)s1	-275	-0.32	-0.4
CCN(CC)c1ccc(/C=C(\C#N)C(N)=O)cc1	30	·	·
O=C(COC(=O)/C=C/c1ccc(F)cc1)Nc1ccccc1-c1ccccc1	13	-0.68	-0.97

The closing 3 compounds of the part before come first, to join the parts.
SMILES	Insulin prom inh	sdo1 growth	sdo1 growth Rescue 24 h
CCCCc1ccc(C2C(C#N)=C(N)SC(N)=C2C#N)s1	-275	-0.32	-0.4
CCN(CC)c1ccc(/C=C(\C#N)C(N)=O)cc1	30	·	·
O=C(COC(=O)/C=C/c1ccc(F)cc1)Nc1ccccc1-c1ccccc1	13	-0.68	-0.97
O=c1[nH]c2cc3c(cc2cc1CN(Cc1ccccc1)Cc1nnnn1Cc1ccco1)OCCO3	·	1	0.31
COCCCNC(=O)c1ccccc1Sc1ccc(NC(C)=O)nc1	-25	·	·
CCCn1c(SCC(=O)N2CCCCC2)nnc1-c1ccco1	·	0.62	-0.03
CN(CCCNC(=O)c1cc2c(Cl)nc3ccccc3c2s1)Cc1ccccc1	-94	·	·
Cc1cccc(NC(=O)/C(=C\c2ccco2)NC(=O)c2ccccc2)c1	-42	-1	-1.1
N#Cc1nc(COc2ccc(Cl)cc2)oc1N1CCCC1	·	-1.7	-0.62
COc1ccccc1/C=C/C1(C(=O)NC2CCCC2)CC(=O)N1c1ccc(F)cc1 (stereo not given)	-14	-1.1	-0.8
COc1cc(NC(=O)c2cccs2)c(C(=O)OCC(=O)c2cc(C)n(-c3ccc(F)cc3)c2C)cc1OC	40	0.58	1.6
C=CCCCCc1nc2ccccc2c(=O)n1N	-25	0.94	-0.11
O=C(Cn1cc(C(=S)N2CCOCC2)c2ccccc21)N1CCOCC1	-26	0.07	-0.26
O=C(Nc1ccc2c(c1)OCCO2)C1CCN(c2nnnn2-c2ccccc2)CC1	-6	0.96	0.2
COc1ccc(-n2cc(-c3ccccc3)c3c(N4CCOCC4)ncnc32)cc1	21	·	·
CN(c1ccccc1)S(=O)(=O)c1ccc(C(=O)Nc2nnc(-c3ccc(F)cc3)o2)cc1	·	-1.6	-0.37
N#Cc1nc(Cc2ccccc2)oc1NCCc1ccccc1	-131	-1.3	-0.9
Cc1ccc2nc(NC(=O)C3CCN(S(=O)(=O)c4cccc5nsnc45)CC3)sc2c1	·	0.03	0.13
Cn1c(=O)c2c(nc(N3CCOCC3)n2CCCNC2=NCCC2)n(C)c1=O	·	-0.64	0.91
C=CCc1cc(Cl)ccc1OCCOCCNCCOC	-19	0.03	-0.88
CCOc1ccc(NC(=O)[C@@H](NC(=O)OCc2ccccc2)[C@@H](C)CC)cc1	·	-1	-0.81
CC1(C)CC(=O)C=C(Nc2ccc(C(=O)O)cc2)C1	-26	1.3	0.65
CSc1nnc2c(n1)OC(C)N(C(=O)c1ccccc1)c1ccccc1-2 (stereo not given)	7	0.37	0.49
Cc1ccc(S(=O)(=O)C2C(=O)N(C)C3(C)CC2c2ccccc2O3)cc1C (stereo not given)	·	-0.99	-1.1
Cc1ccc(-c2ccc(C(=O)NCc3ccc(Cl)cc3)o2)c2ccccc12	43	-0.49	-0.41
Cc1ccc(CNC(=O)c2csc3c2CCCCC3)cc1	31	-0.45	1.2
Cc1nonc1NC(=O)CSc1nc(C2CCCCC2)nc2ccccc12	·	-1.7	-1.5
Cc1cc2c(N3CCCCC3C)ncnc2s1 (stereo not given)	0	0.42	-0.08
CCC1(C(=O)c2ccc(Cl)cc2)C2c3ccccc3OC(=O)C21C(=O)Nc1ccccc1 (stereo not given)	·	-0.28	-0.54
CC1CCCCN1S(=O)(=O)c1ccc(NC(=O)c2cccc(-n3cnnn3)c2)cc1 (stereo not given)	-19	0.26	0.15
CCOc1ccccc1NC(=O)C(CC(C)C)NC(=O)C1CCCCC1 (stereo not given)	-8	-1.1	-1.3
Cc1c(Br)c(C(F)(F)F)nn1CC(=O)NCc1ccccc1	-55	1.4	1.4
Cc1ccccc1C(=O)c1cccn1CC(=O)NCc1ccc(Cl)cc1	-173	·	·

Reformatted field by field: 4 of the compounds above
Cc1ccccc1C(=O)c1cccn1CC(=O)NCc1ccc(Cl)cc1
  Insulin prom inh: -173 | sdo1 growth: · | sdo1 growth Rescue 24 h: ·
CCOCCOC(=O)C(C)Oc1ccc(Oc2nc(Cl)ccc2Cl)cc1 (stereo not given)
  Insulin prom inh: 41 | sdo1 growth: · | sdo1 growth Rescue 24 h: ·
O=Cc1c(-[n+]2ccccc2)nc([O-])n1-c1ccccc1
  Insulin prom inh: -21 | sdo1 growth: -0.14 | sdo1 growth Rescue 24 h: -1.2
CCOc1ccc(-c2nnn(CC#N)n2)cc1OC
  Insulin prom inh: 47 | sdo1 growth: 0.35 | sdo1 growth Rescue 24 h: 0.76

Next compounds follow.
SMILES	Insulin prom inh	sdo1 growth	sdo1 growth Rescue 24 h
CCOc1ccc(NC(=O)CN(C)c2ccc(S(=O)(=O)N3CCOCC3)cn2)cc1OCC	-36	1.2	0.41
Cc1cc(=S)cc(C)n1CCO	-57	0.67	-0.36
CCOC(=O)N1CCN(C(=O)c2ccccc2N(C)S(C)(=O)=O)CC1	-5	0.94	0.59
CCSCc1nnc(SCC(=O)Nc2nc3ccccc3s2)n1C	52	-0.83	-0.95
Cc1ccccc1Cn1ccc(=NCc2ccccc2)cc1	-40	-0.63	-0.94
CCN(CC)CCCN1C(=O)C(O)=C(C(=O)c2sc(C)nc2C)C1c1ccco1 (stereo not given)	43	1.3	0.28
Clc1ccc(/C=N/Nc2nn[nH]n2)cc1	-281	0.18	-0.16
Cc1ccc2nc(/C(C#N)=C\c3ccc(Oc4ccc([N+](=O)[O-])cn4)cc3)[nH]c2c1	4	0.76	0.87
COC(=O)C1(C)Nc2ccccc2C(=O)N1c1ccccc1C (stereo not given)	·	1.3	1.9
c1ccc2[nH]c(NC3=NCCC3)nc2c1	?	-0.71	-0.57
CNC(=O)NC(=S)NC(=O)c1ccccc1Cl	-11	·	·
NC(N)=N/N=C/c1ccc(OCc2ccccc2)cc1	7	-1.5	-0.76
CCOc1ccc(C(=O)Nc2ccccc2CC)cc1[N+](=O)[O-]	53	-0.66	-0.91
Cc1ccc(N=Cc2ccc(O)cc2O)cc1F	-12	-0.42	-0.76
COC(=O)c1sccc1NC(=O)CNC(=O)c1ccccc1	-74	·	·
Cc1cc(C)n2nc(C(=O)NCc3cccc(C(F)(F)F)c3)nc2n1	-51	·	·
Cc1ccc(C=Nc2ccccc2C(=O)Nc2ccccc2)cc1	13	-1.4	-1.2
Cc1cc(NC(=O)Cn2nnc(-c3ccccc3N)n2)no1	·	1.2	2.3
C=CCn1c(-c2csc(-c3ccccc3)n2)n[nH]c1=S	·	-1.7	-1.2
Cn1c(C(=O)NCc2ccccn2)cc2c(=O)n3ccccc3nc21	-148	-0.49	-0.6
Nc1nc(CN2CCN(c3ccccn3)CC2)nc(Nc2ccc(Cl)cc2)n1	0	0.42	0.73
Nc1c(S(=O)(=O)c2ccccc2)c2nc3ccccc3nc2n1/N=C/c1cccc(O)c1	·	-0.53	-0.27
Cn1c(N)c(C(=O)CN2CCc3ccccc3C2)c(=O)n(C)c1=O	25	·	·
CC(NC(=O)c1ccccc1)c1nnc(SCc2nc3ccccc3c(=O)[nH]2)n1C (stereo not given)	36	·	·
